# HTR5A inv ctr: HTR5A inverse agonists in luminescence cell assay, primary screen, counter-screen for OPRM1-OPRD1 heterodimer inverse agonist project, full-deck HTS | 5-hydroxytryptamine receptor 5A (Homo sapiens), P47898 | HTR5A cell line, inverse agonism | inhibition, % at 9.3 µM | 340,000 tested, 0.083% active | AID 504634, 2011; in the data active = inhibition mostly above about 23%, no sharp cut-off; inactive = mostly below about 18%;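 also: 0% = cells with DMSO and 100% = no-cell wells with DMSO; some compounds called inactive have numbers as strong as hits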
# Target sequence (P47898 whole entry, looked up): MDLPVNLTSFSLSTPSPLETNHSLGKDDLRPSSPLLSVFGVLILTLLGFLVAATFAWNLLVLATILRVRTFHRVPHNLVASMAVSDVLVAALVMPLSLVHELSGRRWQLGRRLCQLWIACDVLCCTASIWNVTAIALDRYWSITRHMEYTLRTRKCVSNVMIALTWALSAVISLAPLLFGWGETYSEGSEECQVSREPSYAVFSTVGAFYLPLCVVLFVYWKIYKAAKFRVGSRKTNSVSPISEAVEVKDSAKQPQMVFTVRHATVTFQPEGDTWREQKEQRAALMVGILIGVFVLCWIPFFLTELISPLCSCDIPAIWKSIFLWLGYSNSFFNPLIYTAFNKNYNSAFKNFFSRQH
# MITF act: activators of MITF-driven TRPM1 promoter reporter, primary screen, cell-based, SK-MEL-5, luciferase, single point | SK-MEL-5 TRPM1-promoter luciferase, 24 h; % of positive control, neutral wells = 0 | activation, % at 12.5 µM | 300,000 tested, 0.75% active | AID 588334, 2011;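 active = mean activation of at least 80% with every replicate also reaching 80%; inconclusive = mean reaches 80% but some replicate falls short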;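 also: 0% = neutral control wells and 100% = parthenolide positive control wells; values of inactives mirror those of a sister screen read the other way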
# SR-BI DiI inh: inhibitors of SR-BI mediated HDL lipid uptake, primary screen, ldlA[mSR-BI] cells, fluorescence, single point. ldlA[mSR-BI] CHO cells, DiI-HDL uptake fluorescence, 3 h. 320,000 tested, 0.96% active. Scavenger receptor class B member 1 (Mus musculus), Q61009. inhibition, % at 12.5 µM;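 active = mean replicate inhibition of at least 70% and a set share of replicates each scoring 70 or more; inconclusive = meets just one of the two criteria; inactive = fails both criteria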;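 also: 0% = median of neutral control wells and 100% = median of positive control wells; values of inactives mirror those of a sister screen read the other way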
# Wnt act: Wnt/beta-catenin pathway activators, primary screen, cell-based, plate reader, single point. 300,000 tested, 1.2% active. activation, % at 9.35 µM. Wnt/beta-catenin reporter cell assay, activator; in the data active = activation above about 30%, passing the limit was not always enough; inconclusive = no clear call, values can overlap the other calls;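 also: 0% = neutral control wells and 100% = positive control wells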
# PvdQ acylase: P. aeruginosa PvdQ acylase inhibitors, primary screen, biochemical, fluorescence, plate reader and imaging, single point; PvdQ acylase [Pseudomonas aeruginosa LESB58]; purified PvdQ acylase; inhibition, % at 10 µM; 340,000 tested, 0.063% active; in the data active = inhibition above about 30%, passing the limit was not always enough; inconclusive = no clear call, values can overlap the other calls;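 also: 0% = vehicle neutral wells and 100% = reference inhibitor wells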
# V-ATPase pHluor: regulators of yeast V-ATPase proton pumping, primary screen, pHLuorin cytosolic pH fluorescence. S. cerevisiae. 350,000 tested, 0.37% active. AID 504577, 2011. response, % at 10 µM; in the data active = response mostly above about 7.3%, no sharp cut-off; inactive = mostly below about 5.4%; also: actives read high; inactives centre near 0; some compounds called inactive have numbers as strong as hits; reference of the scale not given here
# HTR5A ag: HTR5A agonists in luminescence cell assay, primary screen, counter-screen for OPRM1-OPRD1 heterodimer agonist project, full-deck HTS. 5-hydroxytryptamine receptor 5A (Homo sapiens), P47898. cell-based. activation, % at 9.3 µM. 340,000 tested, 0.61% active. AID 504692, 2011; in the data active = activation mostly above about 9.5%, no sharp cut-off; inactive = mostly below about 7.6%;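 also: 0% = cells with vehicle only and 100% = reference agonist; strong numbers were not always called active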
# NSD2 inh: NSD2 histone methyltransferase inhibitors, primary screen, biochemical, AlphaScreen, single concentration, set 2; Histone-lysine N-methyltransferase NSD2 (Homo sapiens), O96028; NSD2 peptide methylation, 120 min; inhibition, % at 12.5 µM; 310,000 tested, 0.54% active; AID 743445, 2014; in the data active = inhibition above about 50%
# dFosB act: activators of delta FosB homodimer, primary screen, biochemical, fluorescence polarization, TAMRA-CDK5 oligo, single point; purified delta FosB; percent of positive-control signal above neutral wells; AID 493131, 2011; 340,000 tested, 0.99% active; Protein FosB (Mus musculus), P13346; activation, % at 25 µM;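 active = mean activation above about 17%, with every replicate also reaching it, limit read from the data, passing the limit was not always enough; inconclusive = only one of the two conditions met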;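 also: fluorescence polarization rise as delta FosB binds a TAMRA Cdk5 AP-1 oligo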
# CDK5 p35 inh: inhibitors of human CDK5/p35 kinase, primary screen, biochemical, single concentration; 330,000 tested, 0.01% active; AID 488839, 2010; inhibition, % at 10 µM; Recombinant CDK5/p35, ADP-Glo luminescence, 60 min;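 active = highest replicate inhibition of at least 50% and at least 75% of replicates reaching 50%; inconclusive = only one of the two criteria met; inactive = both criteria failed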;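 also: plate controls were DMSO neutral control for no effect and GW8510 at 10 µM for full effect; many of its hits are not listed in these tables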
# Target sequence (Q00535 whole entry, looked up): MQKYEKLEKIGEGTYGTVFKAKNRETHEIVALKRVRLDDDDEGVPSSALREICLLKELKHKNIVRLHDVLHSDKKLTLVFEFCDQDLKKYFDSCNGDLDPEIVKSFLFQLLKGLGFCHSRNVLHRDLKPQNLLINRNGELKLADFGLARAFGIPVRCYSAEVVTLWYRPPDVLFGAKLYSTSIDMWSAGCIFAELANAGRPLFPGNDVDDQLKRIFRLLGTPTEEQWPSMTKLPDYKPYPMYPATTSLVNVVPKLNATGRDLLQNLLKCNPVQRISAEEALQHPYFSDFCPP
# Target sequence (Q15078 whole entry, looked up): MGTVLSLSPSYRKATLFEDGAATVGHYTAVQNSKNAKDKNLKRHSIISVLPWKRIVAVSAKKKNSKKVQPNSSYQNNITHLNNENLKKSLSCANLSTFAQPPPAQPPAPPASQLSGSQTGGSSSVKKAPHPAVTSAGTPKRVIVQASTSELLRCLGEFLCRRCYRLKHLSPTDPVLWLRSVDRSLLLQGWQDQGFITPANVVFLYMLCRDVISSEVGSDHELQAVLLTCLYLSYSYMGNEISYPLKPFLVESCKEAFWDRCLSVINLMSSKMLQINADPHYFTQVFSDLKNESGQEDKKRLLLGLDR
# Starred values were filed as active, the others as inactive; u = inconclusive; x = not tested or not shown.
SMILES,HTR5A inv ctr,MITF act,SR-BI DiI inh,Wnt act,PvdQ acylase,V-ATPase pHluor,HTR5A ag,NSD2 inh,dFosB act,CDK5 p35 inh
COc1cc(C2NC(=O)NC(C)=C2C(=O)OC2CCCC(C)C2)ccc1O (stereo not drawn),-13,7,19,x,-7,-2,5,x,-9,0.8
CC(=O)Nc1ccc(NC(=O)C2CC(=O)N(c3cccc(C)c3C)C2)cc1 (stereo not drawn),-12,-1,-36,x,-11,0,3,-1,-1,-0.8
S=C(c1ccc(N2CCCC2)c(Br)c1)N1CCCCC1,19,-6,39,29,-3,-2,3,31,-1,0.6
COCCCNC(=O)c1ccc(Cn2c(=O)c3ccccc3n(Cc3cc(C)ccc3C)c2=O)cc1,-12,x,20,x,-5,0,1,3,-2,-1.2
Cc1ccccc1N1CCN(S(=O)(=O)N(C)C)CC1,-5,3,-12,-2,-17,-4,0,1,-1,-6.6
COc1ccc(OCC#CCN2CC(C)OC(C)C2)cc1 (stereo not drawn),-2,5,-14,3,-6,1,1,6,-6,-6.4
CCOC(=O)Cn1nc(NC(=O)c2ccc3c(c2)OCO3)cc1C,-17,27,-3,6,-8,-2,5,-2,3,0.3
O=C(COc1ccccc1)NCc1ccco1,0,11,-19,-3,8,-1,0,3,3,-0.6
Cc1ccc(CCNC(=O)C2CCCN(S(=O)(=O)c3cccc4nsnc34)C2)cc1 (stereo not drawn),5,-4,38,-7,-3,0,2,-3,47*,-1.1
O=S(=O)(NCc1ccccc1)c1ccc(Cl)cc1,2,4,0,-3,-14,-3,2,8,-1,-3.9
Cc1cc(C(=O)CSc2nncn2C)c(C)n1-c1ccccc1,6,6,-17,x,-14,-1,2,2,-9,-1.7
C1=CC2CC1CC2CN1CCN(c2ccccc2)CC1 (stereo not drawn),7,6,-9,-2,-17,-2,0,10,5,-1.4
Fc1ccc(Oc2ccc3nnc(C(F)(F)F)n3n2)cc1,7,17,-2,-2,-12,-4,-3,-2,-9,-3.5
Cc1ccnc(NC(=O)c2ccc(S(=O)(=O)N3CCC(C)CC3)cc2)c1,-12,97*,11,36*,-3,0,4,1,-7,0.6
CCCN(C(=O)CSCc1c(C)noc1C)c1c(N)n(Cc2ccccc2)c(=O)[nH]c1=O,6,11,-16,1,-14,-3,-2,22,4,-4.1
Cc1c(C(=O)NCc2ccc3c(c2)OCO3)oc2ccc(S(=O)(=O)N3CCCCC3)cc12,-9,-17,42,x,-4,3,3,-8,-6,-0.1
Cc1ccc(S(=O)(=O)N(CC(=O)N/N=C/c2cccc(Cl)c2)c2cccc3cccnc23)cc1,3,x,-8,1,3,0,0,0,u,0.1
CCOc1ccc(C(=O)NCC(=O)N2CCC(C)CC2)cc1OCC,1,-2,21,2,-11,-2,0,x,-2,-0.2
CCN1CCN(S(=O)(=O)c2ccc(Cl)c(C(=O)NCCOc3ccc(C)cc3)c2)CC1,6,14,-7,3,3,-1,1,2,-2,1.6
Cc1ccccc1Cn1ccc(NC(=O)c2nn3cccnc3c2Cl)n1,10,49,x,14,-9,-3,-3,-269,-19,1.5
O=C(Nc1ccc2c(c1)OCO2)c1c(F)c(F)c(F)c(F)c1F,16,6,-16,x,-5,-2,1,0,-9,-1.9
COCCn1c(SCC(=O)c2ccc(Cl)cc2)nnc1C(C)C,-45,-6,8,x,-8,2,-2,-1,-6,1.0
CC(C)Oc1ccc(N2CC(C(=O)NC3=NCCS3)CC2=O)cc1 (stereo not drawn),-7,11,-11,-1,7,-1,3,0,-3,0.2
COc1ccc(NC(=O)CCNC(C)=O)cc1NS(=O)(=O)c1ccc(F)cc1,-4,-6,-6,1,-12,-1,4,1,-3,0.9
COc1c(Cl)cc(Cl)cc1/C=N/n1cnnc1,6,x,-4,-2,-1,-1,3,0,-4,-0.8
O=C(CN(C(=O)CSc1nc2ccccc2o1)c1cccc(F)c1)NC1CCCCC1,10,9,17,x,-6,-1,6,1,-1,0.0
C[C@H]1COC(=O)[C@H](CC(=O)OC(C)(C)C)C/C=C\C[C@@H](CC(=O)N[C@@H](CO)Cc2ccccc2)C(=O)N1,32,11,-5,-2,-3,-2,-12,x,-2,-0.2
Cn1cc(C(=O)N2CCN(C(=O)c3ccco3)CC2)c2c3ccccc3n(C)c2c1=O,17,-1,5,x,5,2,-4,x,-9,-0.8
COc1ccc(C2CC(c3ccccc3)=NN2C(=O)CCC(=O)O)cc1 (stereo not drawn),13,x,-8,-1,-12,0,-4,0,-11,1.1
CCc1ccc(-c2cc(C)no2)cc1S(=O)(=O)N1CCN(c2ccccc2F)CC1,-16,-8,29,-3,-9,1,-3,x,-11,-2.0
COc1ccccc1CNC(=O)COC(=O)c1ncc(Cl)c(Cl)c1Cl,-16,1,-5,-4,-14,-4,0,11,9,1.7
COCc1cc(=O)n2[nH]c(-c3ccsc3-n3c(C)ccc3C)cc2n1,2,-10,-22,x,-9,0,0,1,-13,-0.7
O=C(C#Cc1ccccc1)c1ccc([N+](=O)[O-])cc1,-6,-67,9,u,-8,12*,-1,x,0,-0.9
CCCCOc1ccc(/C=C2/Sc3ccccc3C2=O)cc1,-28,1,-6,8,-8,6,5,-1,-4,0.0
Cc1cccn2c(=O)c(/C=C(\C#N)C(=O)NCc3ccco3)c(N3CCCC(C)C3)nc12 (stereo not drawn),8,-4,67,1,15,1,-2,-1,-4,-0.1
CCCc1cc(=O)[nH]c(SCC(=O)c2c(C)[nH]c3ccccc23)n1,-9,-5,x,2,0,1,3,-2,3,0.3
CC(C)NC(=O)Nc1cccs1,0,-2,-10,x,-13,1,8,1,-4,1.6
CC(=O)N1CC2([N+](=O)[O-])CN(C(C)=O)CC([N+](=O)[O-])(C1)C2(C)C,2,9,-13,-1,8,2,-1,-2,-9,3.3
N#CC1=C(N)OC2=C(C(=O)CCC2)C1CCc1ccccc1 (stereo not drawn),3,-3,-6,0,-12,-2,1,3,-1,-0.1
C=CCn1c(SCC(=O)Nc2nccs2)nnc1-c1ccco1,-13,17,15,-5,-6,-2,-2,-3,5,x

# Entries above that have a thiophene ring, fused or not, in the order listed:
SMILES,HTR5A inv ctr,MITF act,SR-BI DiI inh,Wnt act,PvdQ acylase,V-ATPase pHluor,HTR5A ag,NSD2 inh,dFosB act,CDK5 p35 inh
COCc1cc(=O)n2[nH]c(-c3ccsc3-n3c(C)ccc3C)cc2n1,2,-10,-22,x,-9,0,0,1,-13,-0.7
CC(C)NC(=O)Nc1cccs1,0,-2,-10,x,-13,1,8,1,-4,1.6

# For reference, 4 of the compounds above:
SMILES,HTR5A inv ctr,MITF act,SR-BI DiI inh,Wnt act,PvdQ acylase,V-ATPase pHluor,HTR5A ag,NSD2 inh,dFosB act,CDK5 p35 inh
CC(C)NC(=O)Nc1cccs1,0,-2,-10,x,-13,1,8,1,-4,1.6
CC(=O)N1CC2([N+](=O)[O-])CN(C(C)=O)CC([N+](=O)[O-])(C1)C2(C)C,2,9,-13,-1,8,2,-1,-2,-9,3.3
N#CC1=C(N)OC2=C(C(=O)CCC2)C1CCc1ccccc1 (stereo not drawn),3,-3,-6,0,-12,-2,1,3,-1,-0.1
C=CCn1c(SCC(=O)Nc2nccs2)nnc1-c1ccco1,-13,17,15,-5,-6,-2,-2,-3,5,x

# Compound profiles, from the list above:
# Shown for `COCCn1c(SCC(=O)c2ccc(Cl)cc2)nnc1C(C)C` : HTR5A inv ctr = -45; MITF act = -6; SR-BI DiI inh = 8; Wnt act = x; PvdQ acylase = -8; V-ATPase pHluor = 2; HTR5A ag = -2; NSD2 inh = -1; dFosB act = -6; CDK5 p35 inh = 1.0
# Shown for `C=CCn1c(SCC(=O)Nc2nccs2)nnc1-c1ccco1` : HTR5A inv ctr = -13; MITF act = 17; SR-BI DiI inh = 15; Wnt act = -5; PvdQ acylase = -6; V-ATPase pHluor = -2; HTR5A ag = -2; NSD2 inh = -3; dFosB act = 5; CDK5 p35 inh = x

# (more compounds)
SMILES,HTR5A inv ctr,MITF act,SR-BI DiI inh,Wnt act,PvdQ acylase,V-ATPase pHluor,HTR5A ag,NSD2 inh,dFosB act,CDK5 p35 inh
Cn1c(=O)n(CCc2ccccc2)c(=O)c2c1nc1n2CCCN1Cc1ccccc1,-12,-19,32,-1,-10,0,3,3,-11,1.2
O=C(Cc1cccs1)Nc1ccc(Cl)c(S(=O)(=O)N2CCOCC2)c1,8,-16,12,-3,4,-7,2,0,-4,-2.4
CCOC(=O)/C(C#N)=C/Nc1ccccc1NS(=O)(=O)c1ccc2c(c1)OCCO2,-14,8,-10,-1,4,-1,5,2,-3,-4.0
CC(C)(C)OC(=O)N1CCC(c2c(C(=O)O)cnn2-c2ccccc2Cl)CC1,8,7,-30,2,-4,2,4,x,-1,-0.3
O=C(NCCCNC(=O)c1cc(Cl)ccc1Cl)c1cnccn1,7,6,x,1,-12,7,-3,-3,0,0.2
COc1ccc(Cl)cc1S(=O)(=O)NC(C)C(=O)NCc1ccc2c(c1)OCO2 (stereo not drawn),-5,6,x,-3,-17,-62,2,0,6,0.2
CCC(=O)Nc1nnc(SCC(=O)NCC2CCCO2)s1 (stereo not drawn),2,-5,-15,-1,-16,1,4,-1,2,-2.6
O=C(COc1cccc2ccccc12)N1CCN(c2ccccc2)CC1,19,17,-5,x,-12,2,-9,-1,1,1.9
CCNc1nc(NC(C)C)nc(NS(=O)(=O)c2ccc(C)cc2)n1,-8,-5,x,2,-13,3,-2,-2,-3,-2.5
CC1(c2nnc(-c3ccc(F)cc3)o2)CC(c2c(Cl)cccc2Cl)=NO1 (stereo not drawn),8,11,21,-4,-3,-4,1,x,-1,0.9
CC(C)(C)OC(=O)N1CCC(NC(=O)c2nc[nH]c2C(=O)N2CCN(c3ccccc3)CC2)CC1,0,11,-2,-5,0,2,3,x,-8,2.0
CC(CN1CCCCC1)OC(=O)c1ccc2c(c1)OCO2 (stereo not drawn),4,-9,-26,x,-16,-1,-2,1,-13,0.6
Cc1cccc(NS(=O)(=O)c2cccc(C(=O)N3CCCCCCC3)c2)c1,15,-5,11,-2,-7,-4,4,0,-14,-4.0
Cc1cc(C)c2c(=O)[nH]c(SCC(=O)N3CCOCC3)nc2n1,0,7,5,-2,-5,11,0,3,-3,-1.9
Cc1cccc(Oc2ccc(S(=O)(=O)N3CCCCC3)cc2NC(=O)C2=COCCO2)c1,-10,-20,-35,-4,-8,-1,5,x,0,-1.7
COc1ccccc1NC(=O)CSc1nc(=O)n(Cc2ccncc2)c2c1CCCC2,24,-1,0,-4,-13,6,2,-3,-12,1.1

# Compound activity deposited in PubChem by several laboratories.
